Screens from PubChem.
M18AAP inhibitor: blocks P. falciparum M18 aspartyl aminopeptidase; AID 1822; actives 1.2% (n = 290,000); recombinant PfM18AAP, H-Glu-NHMec fluorogenic cleavage; inhibition, % at 7.35 µM;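 active = inhibition above the campaign mean inhibition over all tested compounds plus 3 SD, cut at about 28% in these data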;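 note: 0% = plate median of test compound wells and 100% = 2 mM ZnCl2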
NALP1 inh: inhibitors of NALP1 inflammasome in yeast; S. cerevisiae NALP1/ASC/caspase-1 growth, X-gal OD620, 72 h; inhibition, % at 10 µM; actives 0.61% (n = 280,000); in the data active = inhibition mostly above about 24%, no sharp cut-off; inactive = mostly below about 32%; note: some compounds called inactive have numbers as strong as hits
OXTR agonist: agonists of human oxytocin receptor; AID 2435; CHO-OTR cells, Fluo-8 calcium fluorescence; normalized: DMSO 0%, oxytocin 100%; actives 0.32% (n = 320,000); activation, % at 3 µM;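 active = activation above the mean of all tested compounds plus 3 SD, cutoff set per screening run, cut at about 20% in these data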;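 note: peak over basal fluorescence ratio from a 100 s FLIPR kinetic read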
Target sequence (P30559 whole entry, looked up): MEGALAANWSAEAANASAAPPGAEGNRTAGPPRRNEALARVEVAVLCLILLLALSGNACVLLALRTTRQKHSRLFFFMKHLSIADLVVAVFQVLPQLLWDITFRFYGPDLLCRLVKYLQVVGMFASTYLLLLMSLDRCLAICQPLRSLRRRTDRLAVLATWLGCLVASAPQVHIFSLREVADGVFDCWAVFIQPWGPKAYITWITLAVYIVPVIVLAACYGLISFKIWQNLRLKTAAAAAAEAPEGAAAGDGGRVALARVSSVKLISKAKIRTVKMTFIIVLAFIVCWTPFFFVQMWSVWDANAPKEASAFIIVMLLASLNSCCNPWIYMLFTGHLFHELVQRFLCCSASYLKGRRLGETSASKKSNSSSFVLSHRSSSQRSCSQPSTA
GPR7 antagonist: antagonists of human GPR7 (neuropeptides B/W receptor 1); inhibition, % at 4.4 µM; AID 1861; actives 1.1% (n = 290,000); GPR7-expressing cells, fluorescence antagonist assay; in the data active = inhibition above about 16%, passing the limit was not always enough;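 note: cells stimulated with the agonist NPW; 0% = agonist with vehicle and 100% = vehicle without agonist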
Target sequence (P48145 whole entry, looked up): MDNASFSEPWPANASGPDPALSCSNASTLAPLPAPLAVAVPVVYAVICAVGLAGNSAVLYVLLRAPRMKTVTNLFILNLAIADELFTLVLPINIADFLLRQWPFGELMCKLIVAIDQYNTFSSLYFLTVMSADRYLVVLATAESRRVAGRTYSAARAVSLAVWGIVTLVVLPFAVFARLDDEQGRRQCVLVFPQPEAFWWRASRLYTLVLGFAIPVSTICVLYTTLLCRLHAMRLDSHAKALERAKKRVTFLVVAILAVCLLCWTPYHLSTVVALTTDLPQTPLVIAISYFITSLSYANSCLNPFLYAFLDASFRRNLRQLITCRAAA
OXTR potentiate: potentiators of human oxytocin receptor. P30559. CHO-OTR cells, Fluo-8 calcium fluorescence, potentiator mode; 0% = oxytocin EC15, 100% = EC100. activation, % at 3 µM. actives 0.061% (n = 320,000);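 active = activation above that plate's cutoff, the mean activation of tested compounds plus 3 SD, cut at about 6.6% in these data, passing the limit was not always enough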;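 note: 100% uses oxytocin at 75 nM as the full agonist control; some results filed as inactive read as strong as hits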
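Material: CHO-OTR cells, human receptor; compound dosing: single dose, 3.0 µM nominal final compound concentration; schedule: 6 min compound pre-incubation at room temperature, 100 s kinetic read; measured by: kinetic Fluo-8 calcium fluorescence; read-out basis: % activation vs EC15 and EC100 oxytocin; controls: EC15 oxytocin alone as 0%, 75 nM oxytocin as 100%; replicates: singlicate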
V1R ag counter: activates human V1a receptor in oxytocin agonist counter-screen; actives 0.25% (n = 320,000); CHO-V1R cells, Fluo-8 calcium fluorescence, agonist mode; 0% DMSO, 100% 3 nM vasopressin; activation, % at 3 µM;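 active = activation above the mean activation of all tested compounds plus 3 SD, per screening run, cut at about 20% in these data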;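 note: signal is peak over basal fluorescence ratio across a 100 second FLIPR read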
MEKK2wt PB1 HTS: raises or lowers MEK5 binding to wildtype human MEKK2 PB1 domain | Q9Y2U5 | bead flow cytometry, Alexa488-MEK5 binding to MEKK2 WT; actives lie on both sides | binding response (% of control), % at 10 µM | actives 1.1% (n = 290,000) | AID 1531; in the data active = binding response below about 67% or above about 130%
MEKK2 mut-MEK5: signal of MEK5 binding to mutant human MEKK2 PB1 domain; percent response, % at 10 µM; bead flow cytometry, Alexa488-MEK5 binding to MEKK2 mutant; actives 0.35% (n = 290,000); in the data active = percent response above about 24%, passing the limit was not always enough; note: inactives centre near 1; some results filed as inactive read as strong as hits
GalR3 antag: blocks the human galanin receptor 3. O60755. HEK293 GalR3-CNG cAMP membrane potential fluorescence; galR3 body fused to GalR1 C-terminus. inhibition, % at 3 µM. actives 0.44% (n = 360,000);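 active = inhibition above the screen-wide average plus 3 SD, cut at about 13% in these data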;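 note: forskolin and galanin both at EC90 stimulate the cells; cAMP rise reported by CNG channel membrane potential dye signal; 0% = forskolin plus galanin with DMSO and 100% = forskolin alone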
Target sequence (O60755 1-299 limits assumed): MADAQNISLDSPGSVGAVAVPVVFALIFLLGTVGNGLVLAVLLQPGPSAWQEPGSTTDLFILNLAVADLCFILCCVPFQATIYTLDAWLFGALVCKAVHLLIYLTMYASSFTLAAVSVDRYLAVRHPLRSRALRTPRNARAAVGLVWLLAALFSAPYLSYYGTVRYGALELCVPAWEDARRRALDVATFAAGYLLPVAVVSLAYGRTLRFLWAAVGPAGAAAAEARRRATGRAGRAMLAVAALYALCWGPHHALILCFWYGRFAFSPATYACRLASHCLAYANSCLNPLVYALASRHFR
* = called active by the depositor.

COc1cc(OC)c(N(C)S(=O)(=O)c2cccc(C(=O)NC(C)C3CC4CCC3C4)c2)cc1Cl (configuration not stated) was read as M18AAP inhibitor -4, OXTR agonist -1.8, GPR7 antagonist -11, OXTR potentiate -11, V1R ag counter -1.8, MEKK2wt PB1 HTS 79, MEKK2 mut-MEK5 -27 and GalR3 antag -10.
For O=C(NCc1ccncc1)C1CCCN1S(=O)(=O)c1ccc(Cl)cc1 (configuration not stated) the results were M18AAP inhibitor 1, NALP1 inh 22, OXTR agonist 0.6, GPR7 antagonist -5, OXTR potentiate -10, V1R ag counter -1.4, MEKK2wt PB1 HTS 111, MEKK2 mut-MEK5 9 and GalR3 antag 0.
Screening O=C(COc1ccc(Br)cc1)NCCCNC(=O)c1cccnc1 returned M18AAP inhibitor 0, NALP1 inh -1, OXTR agonist -0.6, GPR7 antagonist -13, OXTR potentiate -2, V1R ag counter -0.2, MEKK2wt PB1 HTS 114, MEKK2 mut-MEK5 8 and GalR3 antag 1.
`O=C1C2CC=C(Cl)CC2C(=O)N1c1ncn[nH]1` (configuration not stated) gave M18AAP inhibitor 53*, NALP1 inh -53, OXTR agonist 0.7, GPR7 antagonist -11, OXTR potentiate -8, V1R ag counter 0.2, MEKK2wt PB1 HTS 96, MEKK2 mut-MEK5 -3 and GalR3 antag -5.
For CCOC(=O)C1=NN(C(=O)c2ccc(C)cc2)C(O)(c2ccc(Cl)cc2)C1 (configuration not stated) the results were M18AAP inhibitor 20, NALP1 inh 46, OXTR agonist 37*, GPR7 antagonist 6, OXTR potentiate -20, V1R ag counter 32*, MEKK2wt PB1 HTS 99, MEKK2 mut-MEK5 0 and GalR3 antag -1.
`O=C(Nc1cccnc1Cl)C1CCCN(c2ncnc3c2nc2n3CCCCC2)C1` (configuration not stated) gave M18AAP inhibitor -6, NALP1 inh -12, OXTR agonist 4.5, GPR7 antagonist -8, OXTR potentiate -9, V1R ag counter 0.5, MEKK2wt PB1 HTS 101, MEKK2 mut-MEK5 1 and GalR3 antag -5.
Cc1nn(Cc2ccccc2)c(C)c1C(=O)NCCN1C(=O)S/C(=C\c2ccc(F)cc2)C1=O was read as M18AAP inhibitor 1, NALP1 inh 29, OXTR agonist 1.4, GPR7 antagonist -17, OXTR potentiate -2, V1R ag counter 2.5, MEKK2wt PB1 HTS 98, MEKK2 mut-MEK5 0 and GalR3 antag -5.
Screening CC(C)N(C)Cc1nnnn1CC(=O)N(C)Cc1ccc(F)cc1 returned M18AAP inhibitor -7, NALP1 inh -4, OXTR agonist 0.9, GPR7 antagonist -18, OXTR potentiate 7, V1R ag counter 0.1, MEKK2wt PB1 HTS 109, MEKK2 mut-MEK5 14 and GalR3 antag -10.
Cc1cccc(OCC(=O)NC2CCCC2)c1 was read as M18AAP inhibitor 1, NALP1 inh 26, OXTR agonist 0.7, GPR7 antagonist -12, OXTR potentiate -2, V1R ag counter 0.2, MEKK2wt PB1 HTS 101, MEKK2 mut-MEK5 -2 and GalR3 antag -9.
Screening Cc1ccc(NC(=S)N/N=C2/CCCCc3ccccc32)cc1 returned M18AAP inhibitor -2, OXTR agonist -1.9, GPR7 antagonist -13, OXTR potentiate -4, V1R ag counter -1.5, MEKK2wt PB1 HTS 86, MEKK2 mut-MEK5 2 and GalR3 antag 2.
Cc1ccc(-n2ncc3c(=O)n(CC(=O)N4CCCCCC4)cnc32)cc1 was read as M18AAP inhibitor 0, NALP1 inh -33, OXTR agonist -0.9, GPR7 antagonist 16, OXTR potentiate -2, V1R ag counter 0.0, MEKK2wt PB1 HTS 99, MEKK2 mut-MEK5 -6 and GalR3 antag 1.
For O=C(CSc1n[nH]c(-c2ccco2)n1)Nc1sc2c(c1C(=O)Nc1ccccc1)CCCC2 the results were M18AAP inhibitor 15, NALP1 inh 4, OXTR agonist -1.5, GPR7 antagonist -6, OXTR potentiate -6, V1R ag counter -0.3, MEKK2wt PB1 HTS 92, MEKK2 mut-MEK5 -4 and GalR3 antag -4.
`O=C1Nc2ccccc2S/C1=C/c1cccs1` gave M18AAP inhibitor -2, OXTR agonist -1.8, GPR7 antagonist -12, OXTR potentiate -2, V1R ag counter -2.0, MEKK2wt PB1 HTS 99, MEKK2 mut-MEK5 3 and GalR3 antag 0.
Screening CCCc1n(CC(O)COC2CCCCC2)c2ccccc2[n+]1C (configuration not stated) returned M18AAP inhibitor -15, NALP1 inh -14, OXTR agonist -0.2, GPR7 antagonist 0, OXTR potentiate -7, V1R ag counter 0.2, MEKK2wt PB1 HTS 104, MEKK2 mut-MEK5 3 and GalR3 antag -1.
COC(CNC(=O)c1ccc(N2CCC3(CC2)OCCO3)c([N+](=O)[O-])c1)OC was read as M18AAP inhibitor 4, NALP1 inh 21, OXTR agonist 1.6, GPR7 antagonist 0, OXTR potentiate -4, V1R ag counter 0.5, MEKK2wt PB1 HTS 98, MEKK2 mut-MEK5 -3 and GalR3 antag 5.
For Cc1ccc(S(=O)(=O)N2[C@@H](c3cccc(Cl)c3)C(C(=O)O)=CC[C@H]2c2ccc(Cl)cc2)cc1 the results were OXTR agonist -0.8, OXTR potentiate -15, V1R ag counter -0.8 and GalR3 antag 2.
Screening COc1nc(/C=C/N(C)C)c([N+](=O)[O-])c(OC)n1 returned M18AAP inhibitor -3, NALP1 inh 8, OXTR agonist 2.3, GPR7 antagonist -11, OXTR potentiate -1, V1R ag counter 0.9, MEKK2wt PB1 HTS 82, MEKK2 mut-MEK5 -12 and GalR3 antag 1.
`CCCCNC(=O)c1ccccc1NC(=O)c1ccc2c(c1)OCO2` gave M18AAP inhibitor 0, NALP1 inh 18, OXTR agonist -1.9, GPR7 antagonist -8, OXTR potentiate 0, V1R ag counter -0.7, MEKK2wt PB1 HTS 101, MEKK2 mut-MEK5 -1 and GalR3 antag -3.
Screening O=c1c2sc3ccccc3c2[nH]c(=S)n1CCN1CCOCC1 returned M18AAP inhibitor 1, NALP1 inh -1, OXTR agonist 0.2, GPR7 antagonist -9, OXTR potentiate 3, V1R ag counter 0.8, MEKK2wt PB1 HTS 101, MEKK2 mut-MEK5 2 and GalR3 antag 0.
Screening CCN(CC)C(=O)CSc1nc(-c2ccc(C)cc2)nc2c1COC(C)(C)C2 returned M18AAP inhibitor 8, NALP1 inh 9, OXTR agonist -1.7, GPR7 antagonist 10, OXTR potentiate 2, V1R ag counter -1.1, MEKK2wt PB1 HTS 95, MEKK2 mut-MEK5 0 and GalR3 antag -10.
Screening CN(CCN1CCOCC1)C(=O)c1cc(COc2ccc(F)c(F)c2)on1 returned M18AAP inhibitor -6, NALP1 inh 2, OXTR agonist 0.8, GPR7 antagonist 4, OXTR potentiate -6, V1R ag counter 0.9, MEKK2wt PB1 HTS 109, MEKK2 mut-MEK5 5 and GalR3 antag -3.
Cc1ccc(N=Cc2ccc(O)cc2O)cc1F was read as M18AAP inhibitor 10, NALP1 inh 16, OXTR agonist 0.1, GPR7 antagonist -1, OXTR potentiate -3, V1R ag counter -0.5, MEKK2wt PB1 HTS 90, MEKK2 mut-MEK5 -4 and GalR3 antag 9.
CC(C)c1ccc(CNC(=O)CCc2ccccc2)cc1 was read as M18AAP inhibitor 4, NALP1 inh 8, OXTR agonist -2.3, GPR7 antagonist -8, OXTR potentiate 4, V1R ag counter -0.9, MEKK2wt PB1 HTS 105, MEKK2 mut-MEK5 7 and GalR3 antag 0.
For CCOC(=O)[C@@H]1[C@H]2COc3cc(OC)ccc3[C@H]2N2C(=O)N(c3cccc(F)c3)C(=O)[C@@]12C the results were OXTR agonist -0.1, OXTR potentiate 0, V1R ag counter 1.1 and GalR3 antag -1.
Screening Cc1nnsc1SCCNC(=O)Nc1ccc(Cl)cc1 returned M18AAP inhibitor 5, NALP1 inh -6, OXTR agonist 6.3, GPR7 antagonist -8, OXTR potentiate -14, V1R ag counter 7.6, MEKK2wt PB1 HTS 105, MEKK2 mut-MEK5 2 and GalR3 antag 0.
CCn1c(CC(=O)Nc2ccc(OC)cc2)nnc1SCC(=O)N1CCOCC1 was read as M18AAP inhibitor -1, NALP1 inh 3, OXTR agonist -0.6, GPR7 antagonist -3, OXTR potentiate -2, V1R ag counter 0.7, MEKK2wt PB1 HTS 103, MEKK2 mut-MEK5 0 and GalR3 antag 4.
Screening Cc1ccc(Nc2c(-c3ccc(C)o3)nc3cnccn23)cc1 returned M18AAP inhibitor -37, NALP1 inh 4, OXTR agonist -2.0, GPR7 antagonist 0, OXTR potentiate 0, V1R ag counter -0.6, MEKK2wt PB1 HTS 100 and MEKK2 mut-MEK5 7.
Cc1cc(C)c(S(=O)(=O)NCC(CCC(=O)O)C(F)(F)F)c(C)c1 (configuration not stated) was read as M18AAP inhibitor 0, NALP1 inh -5, OXTR agonist 0.8, GPR7 antagonist -8, OXTR potentiate -23, V1R ag counter -0.2, MEKK2wt PB1 HTS 98, MEKK2 mut-MEK5 -3 and GalR3 antag -3.
CCn1c(SCC(=O)Nc2nc(-c3ccccc3)cs2)nnc1-c1ccccc1O was read as M18AAP inhibitor -2, NALP1 inh 24, OXTR agonist 8.7, GPR7 antagonist 0, OXTR potentiate -16, V1R ag counter 6.3, MEKK2wt PB1 HTS 97, MEKK2 mut-MEK5 5 and GalR3 antag -7.
Screening Cc1cc(O)c(N)c(C)c1Cl returned M18AAP inhibitor 50*, NALP1 inh -7, OXTR agonist 1.1, GPR7 antagonist -5, OXTR potentiate -6, V1R ag counter 1.3, MEKK2wt PB1 HTS 92, MEKK2 mut-MEK5 -10 and GalR3 antag -3.
`CC(C)[C@H](NC(=O)Nc1cccc(Br)c1)C(=O)O` gave M18AAP inhibitor 4, NALP1 inh 35, OXTR agonist -0.1, GPR7 antagonist -9, OXTR potentiate -8, V1R ag counter 1.0, MEKK2wt PB1 HTS 102, MEKK2 mut-MEK5 -1 and GalR3 antag 1.
CCN(CC(=O)Nc1c(F)cccc1F)C(=O)CC1CCCCC1 was read as OXTR agonist -0.8, OXTR potentiate -3, V1R ag counter -0.7 and GalR3 antag -3.

Four entries drawn at random from those above, as already listed:
Screening CN(CCN1CCOCC1)C(=O)c1cc(COc2ccc(F)c(F)c2)on1 returned M18AAP inhibitor -6, NALP1 inh 2, OXTR agonist 0.8, GPR7 antagonist 4, OXTR potentiate -6, V1R ag counter 0.9, MEKK2wt PB1 HTS 109, MEKK2 mut-MEK5 5 and GalR3 antag -3.
Screening Cc1nnsc1SCCNC(=O)Nc1ccc(Cl)cc1 returned M18AAP inhibitor 5, NALP1 inh -6, OXTR agonist 6.3, GPR7 antagonist -8, OXTR potentiate -14, V1R ag counter 7.6, MEKK2wt PB1 HTS 105, MEKK2 mut-MEK5 2 and GalR3 antag 0.
`CC(C)[C@H](NC(=O)Nc1cccc(Br)c1)C(=O)O` gave M18AAP inhibitor 4, NALP1 inh 35, OXTR agonist -0.1, GPR7 antagonist -9, OXTR potentiate -8, V1R ag counter 1.0, MEKK2wt PB1 HTS 102, MEKK2 mut-MEK5 -1 and GalR3 antag 1.
Screening Cc1cc(O)c(N)c(C)c1Cl returned M18AAP inhibitor 50*, NALP1 inh -7, OXTR agonist 1.1, GPR7 antagonist -5, OXTR potentiate -6, V1R ag counter 1.3, MEKK2wt PB1 HTS 92, MEKK2 mut-MEK5 -10 and GalR3 antag -3.
